# Bioassay records (PubChem)
# DENV2 CPE – DENV2-induced cell death inhibition. 350,000 compounds, 1.7% hits. AID 651640. DENV2-infected cells, cytopathic effect rescue, plate reader. CPE inhibition, % at 9.99 µM; in the data active = CPE inhibition above about 20%, passing the limit was not always enough; inconclusive = no clear call, values can overlap the other calls; tested in BHK-21 cells;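 also: 0% = median of neutral control wells and 100% = median of positive control wells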
# GSIS activator – primary screen for activators of insulin secretion dependent on glucose, INS-1E cells, GLuc reporter luminescence; INS-1E GLuc reporter insulin secretion, 2-3 h; activation, % at 16.6 µM; 370,000 compounds, 0.61% hits;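 active = lowest replicate activation of at least 40%, so every replicate reaches that level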;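 also: 0% = median of neutral control wells and 100% = median of IBMX positive control wells; some compounds called inactive have numbers as strong as hits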
# F508del corr – CFTR F508del correction in bronchial cells | CFBE cells, YFP halide quenching; stimulated with forskolin plus potentiator P3; % fluorescence drop versus neutral controls | activity (quench increase), % at 7.58 µM | 350,000 compounds, 0.36% hits | AID 720511;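 active = mean added fluorescence quench of at least 8% versus neutral control, with both replicates also reaching 8%; inconclusive = only one of the mean or replicate conditions met; inactive = mean below 8% and not both replicates reaching 8%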;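 also: cells transiently co-express mutant CFTR-F508del with the halide-sensitive YFP; corrector assay measuring rescue of mutant channel to the surface after 24 h compound exposure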
# CASP6 VEID inh – blocks human caspase-6 cleavage activity; P55212; purified caspase-6, Z-VEID-R110 cleavage fluorescence; inhibition, % at 12.5 µM; 350,000 compounds, 0.53% hits; AID 686996;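 active = mean inhibition across replicates at least about 35%, with every replicate also reaching that limit, limit read from the data; inconclusive = only one of the two criteria met; inactive = neither criterion met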;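 also: 0% = median of neutral control wells and 100% = no fluorescence left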
# Target sequence (P55212 24-179 limits assumed): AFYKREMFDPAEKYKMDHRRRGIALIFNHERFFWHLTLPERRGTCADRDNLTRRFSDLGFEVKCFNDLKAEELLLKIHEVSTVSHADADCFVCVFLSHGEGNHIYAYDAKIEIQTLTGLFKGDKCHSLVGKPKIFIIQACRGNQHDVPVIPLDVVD
# Target sequence (P55212 194-293 limits assumed): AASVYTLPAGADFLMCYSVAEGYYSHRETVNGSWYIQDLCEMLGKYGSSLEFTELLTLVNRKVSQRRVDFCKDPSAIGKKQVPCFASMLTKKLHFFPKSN
# RAD52 inh – blocks human RAD52 DNA annealing. inhibition, % at 18.7 µM. 360,000 compounds, 0.46% hits. recombinant RAD52 DNA annealing, FRET fluorescence. AID 651710;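 active = every replicate showing at least 50% inhibition; inconclusive = mean inhibition at least 50% but not in every replicate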
# RAD54 inh – RAD54 (human) branch migration inhibition; RAD54 Holliday junction branch migration, FAM/BHQ fluorescence; Q92698; inhibition, % at 10.4 µM; 360,000 compounds, 0.14% hits;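 active = mean normalized replicate activity at least 40 and at least half of replicates scoring 40 or more; inconclusive = only one of the two criteria met; inactive = mean below 40 and under half of replicates reaching 40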;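 also: 0% = median of neutral control wells and 100% = median of positive control wells; inhibitors cause a drop in the FAM fluorescence signal; in these data hits start at about 50%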
# Target sequence (Q92698 whole entry, looked up): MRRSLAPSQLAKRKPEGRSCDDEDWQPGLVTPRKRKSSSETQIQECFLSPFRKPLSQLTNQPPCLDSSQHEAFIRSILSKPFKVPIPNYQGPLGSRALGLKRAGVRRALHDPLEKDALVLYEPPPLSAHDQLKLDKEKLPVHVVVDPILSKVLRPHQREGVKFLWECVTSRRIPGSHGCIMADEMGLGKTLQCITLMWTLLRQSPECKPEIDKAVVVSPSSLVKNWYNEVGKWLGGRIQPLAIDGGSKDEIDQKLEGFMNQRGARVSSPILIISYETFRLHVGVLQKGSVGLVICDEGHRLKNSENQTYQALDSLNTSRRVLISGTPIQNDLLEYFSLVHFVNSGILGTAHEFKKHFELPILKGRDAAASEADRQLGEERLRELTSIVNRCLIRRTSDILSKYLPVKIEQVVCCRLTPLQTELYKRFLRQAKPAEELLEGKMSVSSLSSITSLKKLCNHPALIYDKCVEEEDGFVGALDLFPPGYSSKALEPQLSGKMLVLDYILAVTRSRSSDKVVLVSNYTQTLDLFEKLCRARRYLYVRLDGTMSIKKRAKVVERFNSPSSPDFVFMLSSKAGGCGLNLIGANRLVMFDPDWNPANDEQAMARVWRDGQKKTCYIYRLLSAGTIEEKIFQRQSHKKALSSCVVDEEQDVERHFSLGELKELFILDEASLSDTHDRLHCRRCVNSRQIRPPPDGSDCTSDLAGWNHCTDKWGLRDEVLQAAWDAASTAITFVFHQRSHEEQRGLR
# Xi reactivation – X-chromosome reactivation activator; XiGFP mouse fibroblasts, % GFP-positive cells imaging, 3 d; cells co-treated with 5-aza-dC sensitizer; scaled so ellipticine positive control = 100%; activation, % at 7.58 µM; 360,000 compounds, 0.055% hits; AID 743238;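 active = mean normalized replicate activation at least 10% and every replicate at or above 10%; inconclusive = only one of the two criteria met; inactive = mean below 10% and not all replicates reach 10%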;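 also: 0% = median of on-plate neutral control wells and 100% = ellipticine 6 µM median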
#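 assay system = SV40-immortalized XiGFP fibroblast cells, line 68-5-11 | buffer or medium = DMEM plus 5-aza-dC sensitizer | doses = single-point pinned compound dosing | times = 3-day compound exposure, then 15 min fixation at room temperature | benchmarks = positive control ellipticine, 6 µM final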
# E-sel inducer – E-selectin induction on HUVECs; HUVEC E-selectin immunofluorescence imaging; normalized: neutral wells 0, TNF-alpha wells 100; AID 686992; 260,000 compounds, 0.37% hits; P16581; activation, % at 7.58 µM;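 active = mean E-selectin-positive cell signal at least 10% of the positive control, reached in at least 60% of replicates, without over 20% cell loss; inconclusive = no rule given, readout overlaps actives, possibly toxicity-flagged; inactive = the rest, including those meeting only one limit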;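 also: in these data hits start at about 27%; measured in HUVEC primary endothelial cells; signal is the percent of cells scored E-selectin positive by PE staining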
#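 Read-out: % PE-positive cells | Test system: HUVEC | Doses: One compound dose added by pin transfer | Buffer or medium: EGM-2 over gelatin coat | Signal: Immunofluorescence imaging | Benchmarks: TNF-alpha, DMSO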
# Active calls of the source: *; ? = inconclusive; . = no result given; & = joins results of further samples.
SMILES,DENV2 CPE,GSIS activator,F508del corr,CASP6 VEID inh,RAD52 inh,RAD54 inh,Xi reactivation,E-sel inducer
O=C(N[C@H]1c2ccccc2C[C@H]1O)[C@H]1O[C@@H](n2ccc(=O)[nH]c2=O)[C@H](O)[C@@H]1O,?,1,0.9,-2,-13,-1,-0.1,0.0
Cc1onc(-c2ccccc2Cl)c1C(=O)OCC(=O)c1ccccc1,2,-31,-2.7,-2,-14,1,.,.
C#CCNC(=O)C1=C[C@H](C2CCCCC2)C[C@H](OCCCCO)O1,-2&-6,.,-3.8&-3.7,-1&-3,-18&-15,8&0,-0.1,0.9
Cc1ccc(NC(=O)C/C(N)=N/OC(=O)Nc2cccc(Cl)c2)cc1,6,-35,-0.1,-2,-15,-9,-0.1,.
Cc1ccc(C(=O)OCCc2sc[n+](Cc3ccccc3)c2C)cc1,-3,32,.,-2,-5,.,0.2,.
CN(Cc1cnccn1)C(=O)CC1C(=O)NCCN1CC(c1ccccc1)c1ccccc1 (centres undefined),-8,-27,-3.8,1,-22,3,0.0,-0.2
O=C(NC1(C(F)(F)F)N=C2SCCN2C1=O)c1cccnc1 (centres undefined),-1,.,.,-6,-15,.,-0.1,.
O=C(c1ccc2c(c1)OCO2)N1CC2(C1)[C@@H](c1ccccc1)[C@H](CO)N2C(=O)C1CCC1,-6,-3,-2.9,-1,-11,.,0.1,-0.1
CCNC(=O)Nc1ccc2c(c1)C(=O)N(C)[C@H]1CC[C@H](CC(=O)Nc3ccccc3OC)O[C@@H]1CO2,6,9,-1.2,2,3,.,0.3,0.0
CN(Cc1ccco1)C(=O)[C@@H](Cc1ccccc1)NC(=O)[C@H]1O[C@@H](n2ccc(=O)[nH]c2=O)[C@H](O)[C@@H]1O,10,23,1.2,2,4,.,0.0,0.5
O=C(COC(=O)COc1cccc(F)c1)NCC1CCCCC1,.,-15,-5.0,1,0,2,2.8,.
COC(=O)C[C@H]1C[C@@H]2c3cc(NC(=O)CC4CC4)ccc3O[C@@H]2[C@@H](CO)O1,-6,5,2.3,-9,2,8,0.1,0.0
C[C@@H]1CN([C@H](C)CO)C(=O)Cc2cc(N(C)C)ccc2O[C@H]1CN(C)C(=O)NC1CCCCC1,3,9,2.5,4,-1,10,0.3,0.1
COc1ccc(CCN(C)C(=O)c2ccc(OCC(=O)N3CCOCC3)c(OC)c2)cc1OC,17,39,-1.1,2,0,-5,0.2,-3.9
COc1cc2cc(C(=O)N3CCN(Cc4ccc5c(c4)OCO5)CC3)[nH]c2cc1OC,-2,-7,-2.3,2,-10,-2,0.0,.
C=CCNc1ncnc2c1ncn2[C@H]1CN(CCc2ccccc2)C[C@@H](CO)O1,-3,14,1.6,-3,-8,2,0.0,0.0
OCCNc1ncnc2c1ncn2[C@H]1CN(Cc2ccncc2)C[C@@H](CO)O1,2,13,-1.0,0,-10,-7,0.0,-0.2
Cc1c(N=C2NN=C(c3c[nH]c4ccccc34)CS2)c(=O)n(-c2ccccc2)n1C,10,-12,-1.7,-2,-14,5,0.4,0.0
CO[C@@H]1CN(C)C(=O)c2cc(NC(=O)Nc3ccc(Cl)cc3)ccc2OC[C@H](C)N(C)C[C@@H]1C,-3,-2,-1.0,0,12,4,-0.2,0.0
CCC(=O)Nc1ccc2c(c1)C(=O)N(C)C[C@H](OC)[C@H](C)CN(C(=O)CN1CCOCC1)[C@@H](C)CO2,.,-8,-0.8,.,.,.,0.3,-0.2
CC(C)(C)[S@@](=O)N1Cc2cc(C(=O)N3CCOCC3)nc(-c3cccc(Br)c3)c2[C@H]1CCO,-8,10,-1.4,1,-7,.,-0.1,0.1
COc1cc(OC)c2c(-c3cccc(-c4cccc(C)c4)c3)cc(=O)oc2c1,4,18,5.2,-4,-5,6,0.1,.
Cc1ccc(NC(=O)CSc2nnc(/N=C/N(C)C)s2)cc1,3,3,1.4,-2,-5,.,0.7,.
COc1ccc(S(=O)(=O)N(C)c2nc3ccccc3n3c(CC(C)C)nnc23)cc1,1,43,-2.1,3,5,5,0.0,.
c1ccc2c(c1)CC(CN1CCNCC1)O2 (centres undefined),-5,4,0.2,-13,-12,5,0.2,-0.1
CCCOc1nc2ccccc2cc1/C=C/C(=O)O,-6,-14,2.9,0,-42,-12,0.0,.
Cc1ccc(N(C)/N=C/c2ccc(Cl)cc2Cl)nn1,-4,29,-0.5,0,2,-14,0.2,-0.1
COc1ccc2c(=O)c3c(=O)n(CCc4ccccc4)c(C)nc3oc2c1,6,-1,-1.2,3,-28,1,-0.1,1.5
CCOC(=O)C(=NCCOC)NNc1cc(Cl)ccc1Cl,-3,-13,.,-2,-11,.,0.2,0.3
O=C(CN1C(=O)c2ccc([N+](=O)[O-])cc2C1=O)Nc1nnc(C2CC2)s1,0,5,-0.9,-2,-8,.,0.0,0.0
CCN(CC)S(=O)(=O)c1ccc(C(=O)NCC(=O)N/N=C/c2ccccc2OC)cc1,?,-25,-0.4,-1,-6,2,0.2,-0.6
CCN1[C@@H]2c3ccc(C4=CCCC4)c(=O)n3C[C@@H]2[C@@H](CO)[C@@H]1C(=O)NCc1ccccn1,-2,-1,0.7,1,-84,-4,-0.1,-0.1
c1ccc2c(c1)OCC(CNc1ncnc3nc[nH]c13)O2 (centres undefined),-7,15,2.4,3,-15,3,0.0,-0.1
COCC(=O)Nc1ccc2c(c1)C(=O)N(C)C[C@H](OC)[C@@H](C)CN(Cc1ccccc1OC)[C@@H](C)CO2,-4,-11,-0.5,1,10,0,0.4,-0.2
Nc1ccccc1SC1CC(=O)N(c2ccccc2Cl)C1=O (centres undefined),-2,12,-0.3,-4,-26,0,0.0,0.1
COCCNC(=O)C[C@@H]1C[C@@H]2c3cc(NC(=O)C4CCOCC4)ccc3O[C@@H]2[C@@H](CO)O1,5,24,0.3,0,6,-3,0.4,-0.4
N#C[C@@H]1[C@@H](c2ccccc2-c2ccccc2)[C@@H](CO)N1C(=O)NC1CCCC1,-8,1,1.4,-1,8,.,0.1,0.0
O=C(Nc1ccc(Cl)c(Cl)c1)c1ccc(Cn2c(=O)[nH]c3ccsc3c2=O)cc1,8,14,-0.1,-4,0,-5,-0.2,-0.4
C[C@H](CO)N1C[C@H](C)[C@@H](CN(C)Cc2cccc(F)c2)Oc2ncc(C#CC(C)(C)O)cc2C1=O,.,13,2.4,.,.,.,-0.5,-0.4
CC(C)CCNC(=O)c1nnc(Cc2ccc(Cl)cc2)o1,-2,-4,-0.3,-2,-17,6,0.1,0.5
CC(=O)Nc1ccc(NC(=O)CSc2nnc(NC(=O)C3CC3)s2)cc1,?,8,-1.3,-1,2,-6,0.0,-0.1
CNC(=O)c1cc(S(=O)(=O)NCc2ccncc2)ccc1OC,-3,22,2.1,-1,-10,6,0.9,0.1
Cc1noc(C)c1NC(=O)N(C)C[C@H]1OCCCC[C@@H](C)Oc2ccc(NS(=O)(=O)c3ccc(Cl)cc3)cc2C(=O)N([C@H](C)CO)C[C@H]1C,?,-7,-0.4,2,6,-6,0.0,.
COc1cc(CNc2ccc(N3CCCCC3)cc2)ccc1OCC(=O)NC(C)(C)C,-3,-11,2.7,-1,-27,10,0.0,.
COc1ccccc1CC(=O)NC1CCCCCC1,-2,.,3.6,-2,-17,1,0.0,.
CC1=C(C#N)C(=O)NC(=O)/C1=C\c1ccc(-c2cc(C)c(C)cc2[N+](=O)[O-])o1,8,-16,-0.7,.,-22,0,0.0,.
COc1ccc(COCCN2CCN(S(=O)(=O)c3ccccc3)CCC2=O)cc1,-13,3,0.3,-1,-13,3,0.0,0.2
COc1ccc(N(CC(O)CN2CCOCC2)S(=O)(=O)c2ccccc2)cc1 (centres undefined),1,16,0.2,2,-8,-7,0.2,.
COc1ccc2[nH]c(O)c(N=NC(=O)c3ccc(NS(=O)(=O)c4cccs4)cc3)c2c1,10,18,2.4,2,-8,4,0.1,2.0
O=C(Nc1cscc1S(=O)(=O)c1ccccc1)c1ccccc1Cl,0,1,1.6,1,-16,6,0.2,1.0
CCOC(=O)N1CCN(C(=O)COC(=O)c2cc(Cl)cc(Cl)c2)CC1,-2,.,4.5,2,-2,-15,0.1,-0.4
O=C(C[C@@H]1CC[C@H]2[C@@H](COC[C@@H](O)CN2S(=O)(=O)c2ccc(F)cc2)O1)N[C@@H]1CCN(Cc2ccccc2)C1,1,6,3.2,-2,9,2,-0.1,0.0
Cc1cc(C)c(S(=O)(=O)Nc2ccccc2C(=O)N2CCCC2)c(C)c1,5,-9,-1.8,1,-9,11,0.0,-0.2
Cc1ccc(S(=O)(=O)c2c[nH]c3ccc(Cl)cc3c2=O)cc1,5,-1,-1.6,0,3,.,0.1,0.0
Cc1ccccc1S(=O)(=O)N1CC(=O)N2[C@H](C1)[C@H](c1ccc(C#Cc3ccccc3)cc1)[C@@H]2CO,13,-4,3.8,1,2,.,0.2,-0.5
CCOc1cc(/C=N\NC(=O)c2c(C)nc3ccccn23)ccc1O,?,18,0.7,3,-9,-5,0.0,.
C[C@H](CO)N1C[C@H](C)[C@@H](CN(C)C(=O)Nc2cccc3ccccc23)Oc2c(NS(=O)(=O)c3ccccc3)cccc2C1=O,74*,1,-0.6,9,6,4,0.2,-0.4
CCOC(=O)C1=C(O)/C(=C\c2sccc2C)N=C1C,1,-6,.,-2,-22,-6,-0.2,-2.8
NC(=O)c1csc(C2OC(CO)C(O)C2O)n1 (centres undefined),-6,21,-8.3,-2,-9,.,0.0,-0.2
O=c1[nH]c2cc(C(F)(F)F)ccc2n1-c1cc(C(F)(F)F)ccc1O,11,.,-1.0,.,0,-1,-0.1,0.4

# (listing goes on)
SMILES,DENV2 CPE,GSIS activator,F508del corr,CASP6 VEID inh,RAD52 inh,RAD54 inh,Xi reactivation,E-sel inducer
Cc1n[nH]c(=O)c2c(NC(=O)CSc3nnc(C4CC4)n3C)oc(C)c12,39*,2,1.5,8,-14,.,0.0,.
CC1Cc2cc(S(=O)(=O)N3CCCC(C(=O)N4CCCCC4)C3)ccc2N1C(=O)C1CC1 (centres undefined),-1,-4,1.0,-2,-8,-5,0.1,.
COc1ccccc1N(CC(=O)NCc1ccccn1)S(C)(=O)=O,-2,4,-3.3,-5,6,-4,.,.
C/C=C/c1ccc2c(c1)O[C@H](CN(C)C(=O)c1cccnc1)[C@H](C)CN([C@@H](C)CO)S2(=O)=O,2,8,1.9,1,6,2,-0.3,0.5
O=C(NNC(=O)c1cccc(Cl)c1)NNC(=O)c1cccc(Cl)c1,0,13,1.9,-2,4,-14,0.5,-0.3
COc1ccc(NC(=O)c2cccc(Oc3ccc([N+](=O)[O-])cc3Cl)c2)cc1,-3,8,2.3,2,-1,.,0.1,0.3
CC[C@@]12C(=O)N(c3cccc(Cl)c3)C(=O)N1[C@H](c1ccc(Br)cc1)[C@@H]1C(=O)N(C(C)(C)C)C(=O)[C@@H]12,0,-1,-2.3,-2,-8,7,-0.1,0.0
CN(C)CC(=O)N1[C@@H](CO)[C@@H]2c3ccccc3N(C(=O)Cc3ccccc3)C[C@@H]21,3,1,-0.5,.,-1,-30,-0.1,0.0
